SW480 rerep = DNA re-replication induction in SW480 cells. SW480 DNA re-replication, Hoechst DNA content imaging, 48 h. Potency, µM (doses to about 46.1 µM), inactives show at the highest dose re-replication activation, hits mostly activators. 340,000 tested, 1.8% active. AID 624297; further: potency means the concentration at half of the fitted maximal effect; % of control where 0% means no effect; nearly all actives have a fitted effect of over 55% in size
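Readout is total intensity of Hoechst-stained nuclei, excited at 405 nm and collected at 500-530 nm. Compound treatment lasted 48 hr at 37 C in 5% CO2 before staining.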
HT1080 IDH1KD tx = kills HT-1080 cells with IDH1 knockdown; 360,000 tested, 2% active; Potency, µM (series often up to 46.1 µM), without a hit: top-dose activity, negative = toxicity, actives largely listed as cytotoxic; AID 686971; HT-1080 IDH1 knockdown viability, ATP luminescence, 48 h;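 further: potency means the concentration at half of the fitted maximal effect; 0% = DMSO wells and -100% = cell-free medium wells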
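% activity derives from luminescence (CellTiter-Glo), normalised to DMSO and no-cell wells. HT-1080-IDH1KD cells, 750/well, had 48 h compound exposure at 37 °C.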
IL1B secr inh = inflammasome signaling inhibition, IL-1 beta readout | THP-1 LPS/ATP IL-1B secretion, AlphaLISA, 16 h; active compounds read low | activity change, % at 57.5 µM | 360,000 tested, 4.7% active | AID 743279; in the data active means activity change below about -50%; inconclusive means mostly about -30% to -49%; further: on the % scale 0 is the no-effect control and ±100 the full control effect
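THP-1 cells pretreated 1 hr with compounds (up to 57.5 uM final), then stimulated with LPS (250 ng/mL final) plus ATP (1.25 mM final); secreted IL-1B measured by AlphaLISA after 16 hr, decreased signal indicating inhibition.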
KB-V1 MDR tox = kills drug-selected multidrug resistant KB-V1 cells. KB-V1 MDR cells viability, CellTiter-Glo, 72 h. Potency, µM (doses to about 46.1 µM), without a hit: top-dose activity change, negative = cytotoxicity, actives largely listed as cytotoxic. 400,000 tested, 3.4% active. AID 1347076; further: potency means the concentration at half of the fitted maximal effect; on the % scale 0 is the no-effect control and ±100 the full control effect; nearly all actives have a fitted effect of over 60% in size
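Drug-selected KB-V1 cells, grown in DMEM lacking phenol red with 10% FBS, receive compound titrations; after three days at 37 degrees C, surviving cell ATP is quantified by CellTiter-Glo luminescence and responses normalized and curve-fitted.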
GLP1R ag = activates the human GLP-1 receptor | HEK293 GLP-1R CRE-luciferase, luminescence, 4-6 h; cells express a hypersensitive GLP-1R form | AID 624172 | P43220 | Potency, µM (titrated, usually from 45.6 µM), without a hit: at the top dose activation, most hits filed as activators | 380,000 tested, 0.007% active; further: potency means the concentration at half of the fitted maximal effect; % of control where 0% means no effect
Target sequence (P43220 whole entry, looked up): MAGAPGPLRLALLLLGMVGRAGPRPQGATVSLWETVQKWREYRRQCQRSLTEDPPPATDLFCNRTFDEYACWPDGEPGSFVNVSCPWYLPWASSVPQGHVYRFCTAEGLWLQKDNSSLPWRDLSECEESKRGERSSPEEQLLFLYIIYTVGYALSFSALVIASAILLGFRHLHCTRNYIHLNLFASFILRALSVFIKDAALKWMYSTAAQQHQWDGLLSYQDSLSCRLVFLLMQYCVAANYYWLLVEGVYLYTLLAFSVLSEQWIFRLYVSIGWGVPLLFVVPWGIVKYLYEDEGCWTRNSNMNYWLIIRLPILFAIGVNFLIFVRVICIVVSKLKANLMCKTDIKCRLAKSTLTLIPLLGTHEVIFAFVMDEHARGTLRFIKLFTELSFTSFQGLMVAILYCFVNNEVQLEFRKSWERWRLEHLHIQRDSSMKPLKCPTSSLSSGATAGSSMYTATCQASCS
D3 ag = D3 dopamine receptor (human) agonism | P35462 | D3R DiscoveRx beta-arrestin cells, luminescence, 90 min | max activation, % | 410,000 tested, 0.58% active | AID 652048; in the data active means max activation above about 30%; further: 0% is about no effect; mostly tested at two doses, the higher about 12 µM
Target sequence (P35462 whole entry, looked up): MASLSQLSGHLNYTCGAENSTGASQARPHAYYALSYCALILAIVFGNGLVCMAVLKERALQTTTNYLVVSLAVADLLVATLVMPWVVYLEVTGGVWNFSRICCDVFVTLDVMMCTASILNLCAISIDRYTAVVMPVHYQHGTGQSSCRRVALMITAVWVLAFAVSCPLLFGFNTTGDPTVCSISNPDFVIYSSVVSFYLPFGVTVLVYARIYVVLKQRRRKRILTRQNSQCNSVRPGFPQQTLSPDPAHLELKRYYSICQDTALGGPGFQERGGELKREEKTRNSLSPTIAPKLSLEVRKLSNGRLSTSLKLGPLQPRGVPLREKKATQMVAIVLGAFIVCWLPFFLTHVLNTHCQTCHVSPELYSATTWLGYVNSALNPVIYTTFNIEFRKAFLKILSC
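Agonist mode: compounds and dopamine controls were applied to plated cells for 90 min at 37 degrees C after an overnight attachment at 1500 cells/well. Luminescent read-out followed 30 - 60 minutes at room temperature with DiscoveRx detection reagent.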
HT1080-NT tox = kills 2HG-producing HT-1080-NT fibrosarcoma cells; 360,000 tested, 1.6% active; HT-1080-NT fibrosarcoma viability, CellTiter-Glo ATP luminescence, 48 h; AID 686970; Potency, µM (doses to about 46.1 µM), without a hit: at the top dose activity, negative = less viability, most hits filed as cytotoxic;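 further: NT is the 2HG producing partner of a matched IDH1 knockdown line; potency means the concentration at half of the fitted maximal effect; 0% = DMSO-treated cells and -100% = media-only wells without cells; nearly all actives have a fitted effect of over 55% in size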
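Luminescent CellTiter-Glo readout after 48 hours of compound exposure at 37 degrees C defined viability of HT-1080-NT cells. Activity was normalized to DMSO wells and cell-free media wells; concentration-response curves were fitted and assigned curve classes.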
KB-3-1 tox = kills parental KB-3-1 adenocarcinoma cells; KB-3-1 viability, CellTiter-Glo ATP luminescence, 72 h; Potency, µM (doses to about 46.1 µM), without a hit: at the highest dose activity change, negative = cytotoxic, usual class: cytotoxic; 400,000 tested, 1.4% active; further: potency means the concentration at half of the fitted maximal effect; on the % scale 0 is the no-effect control and ±100 the full control effect; nearly all actives have a fitted effect of over 60% in size
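72 h, 37 °C compound treatment of KB-3-1 parental cells; CellTiter-Glo added, 10 min, luminescence read. Data corrected against DMSO-only plates and normalized before curve fitting.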
DRD3 antagonist = antagonists of human D3 dopamine receptor. 360,000 tested, 2.5% active. AID 652054. D3R cells, DiscoveRx beta-arrestin luminescence, antagonist mode; active compounds read low. P35462. max response, negative = inhibition, %; in the data active means max response below about -50%; inconclusive means no clear call, values can overlap the other calls; further: on the % scale 0 is the no-effect control and ±100 the full control effect; mostly tested at two doses, the higher about 12 µM
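Cells plated overnight at 1500 cells/well, then exposed to library compounds with dopamine controls for 90 minutes at 37 degrees C. DiscoveRx reagent added for 30–60 minutes at room temperature; luminescence read, quantitative HTS format.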
An asterisk follows results filed as active; ? = inconclusive; / = not tested or not shown; [ ] = another dose, or the depositor's remark. Unless noted, the call rests on the fitted dose curve; in most records, active means well fitted curve in the direction sought with a large enough effect; inconclusive means small, poorly fitted or top-dose-only effect, or another doubt; inactive means no such curve, though single readings can be large; an effect the other way counts as inactive or inconclusive.

Letters – A = SW480 rerep; B = HT1080 IDH1KD tx; C = IL1B secr inh; D = KB-V1 MDR tox; E = GLP1R ag; F = D3 ag; G = HT1080-NT tox; H = KB-3-1 tox; I = DRD3 antagonist
> CC(C)(C)c1ccc(OCC(=O)Nc2ccc(-c3nc4cccnc4o3)cc2)cc1
  A: 14%	B: -2%	C: -16	D: 1%	E: 6%	F: -11	G: -4%	H: -10%	I: -9
> CC(C)NCC(O)Cn1c2c(c3ccccc31)CCc1c-2cnn1-c1ccccc1 (configuration not stated)
  A: 21%	B: -12%[9.24 µM]	C: -16	D: 21µM*	E: -36%[inhibitor]	F: 0	G: ?	H: 16µM*	I: 9
> COc1ccc(-c2nc3sc(CCNC(=O)c4cc(Cl)ccc4OC)c(C)n3n2)cc1
  A: /	B: /	C: /	D: -29%	E: 3%	F: -13	G: /	H: 0%	I: /
> CCc1nn(CC(=O)N2CC(C)CC(C)C2)c(=O)c2cccn12 (configuration not stated)
  A: -10%	B: 0%	C: 4	D: 1%	E: 11%	F: 1	G: 4%	H: 9%	I: 20
> Cc1cc(C)nc(N2CCCC(C(=O)NCc3ccccc3)C2)n1 (configuration not stated)
  A: -7%	B: 19%	C: 22	D: 0%	E: -10%	F: 2	G: 18%	H: 0%	I: 13
> Cc1ccccc1Nc1nc(-c2cccnc2)cs1
  A: -2%	B: 4%	C: -83*	D: ?	E: 1%	F: 1	G: 5%	H: -10%	I: 5
> O=C(CSc1ncccc1-c1nc2ccccc2[nH]1)Nc1ccc2c(c1)OCCO2
  A: -113%[inhibitor]	B: 0%	C: -21	D: 9.2µM*	E: 12%	F: -2	G: 2%	H: -14%	I: -5
> CCOC1CS(=O)(=O)CC1OCC (configuration not stated)
  A: -3%	B: 10%	C: -17	D: 9%	E: 1%	F: 1	G: 7%	H: 10%	I: -1
> O=C(CSc1ccccc1C(=O)N1CCCCC1)NCC1CCCCC1
  A: -1%	B: -1%	C: 9	D: -2%	E: 5%	F: -4	G: 0%	H: -9%	I: -13
> CCOc1ccc(CC(=O)Nc2nnc3n2CCS3)cc1
  A: /	B: /	C: /	D: ?	E: -4%	F: -8	G: /	H: -3%	I: /
> CC(=O)C1=CCC(c2ccc(C)o2)N(S(=O)(=O)c2ccc(C)cc2)C1 (configuration not stated)
  A: /	B: -18%	C: 0	D: 21%	E: -3%	F: 2	G: -1%	H: 0%	I: -24
> CCC(C)(C)NC(=O)Nc1cc(Cl)ccc1OC
  A: -5%	B: 3%	C: -7	D: 14%	E: 4%	F: -4	G: 6%	H: 0%	I: 7
> Cc1c(C(=O)OC2CCCCC2)sc2nc[nH]c(=O)c12
  A: -5%	B: ?	C: 18	D: 0%	E: 20%	F: 0	G: -12%	H: 2%	I: 22
> COc1ccc(C(=O)N/N=C/c2ccc(N3CCOCC3)s2)cc1OC
  A: -7%	B: 4%	C: -8	D: 0%	E: 14%	F: -3	G: 8%	H: 4%	I: -2
> CC(C)c1ccc(NC(=O)COC(=O)C2CC3C=CC2C3)cc1 (configuration not stated)
  A: -9%	B: -2%	C: 2	D: 0%	E: 15%	F: -4	G: -7%	H: 0%	I: 2

Pulled by structure from above (3):
Letters – A = SW480 rerep; B = HT1080 IDH1KD tx; C = IL1B secr inh; D = KB-V1 MDR tox; E = GLP1R ag; F = D3 ag; G = HT1080-NT tox; H = KB-3-1 tox; I = DRD3 antagonist
> Cc1c(C(=O)OC2CCCCC2)sc2nc[nH]c(=O)c12
  A: -5%	B: ?	C: 18	D: 0%	E: 20%	F: 0	G: -12%	H: 2%	I: 22
> COc1ccc(-c2nc3sc(CCNC(=O)c4cc(Cl)ccc4OC)c(C)n3n2)cc1
  A: /	B: /	C: /	D: -29%	E: 3%	F: -13	G: /	H: 0%	I: /
> CCC(C)(C)NC(=O)Nc1cc(Cl)ccc1OC
  A: -5%	B: 3%	C: -7	D: 14%	E: 4%	F: -4	G: 6%	H: 0%	I: 7

The list continues:
Letters – A = SW480 rerep; B = HT1080 IDH1KD tx; C = IL1B secr inh; D = KB-V1 MDR tox; E = GLP1R ag; F = D3 ag; G = HT1080-NT tox; H = KB-3-1 tox; I = DRD3 antagonist
> O=C(c1cccs1)N1CCCC(c2nc3c(nnn3Cc3c(Cl)cccc3Cl)c(=O)[nH]2)C1 (configuration not stated)
  A: 12%	B: -7%	C: -25	D: -11%	E: 4%	F: -1	G: -8%	H: -18%	I: -11
> O=C(NCC1CCCO1)c1ccc2c(=O)n(Cc3ccco3)c(SCC(=O)N3CCCC3)nc2c1 (configuration not stated)
  A: 0%	B: 1%	C: -6	D: -2%	E: -3%	F: 6	G: 7%	H: 32%	I: 36
> Cc1cc(-n2c(C)cc(C(=O)CSc3nnc4sc5ccccc5n34)c2C)no1
  A: 0%	B: -6%	C: 25	D: ?	E: 3%	F: 1	G: 11%	H: 5%	I: 13
> O=c1c2c(-c3ccco3)csc2nc(SCc2cn3cccnc3n2)n1-c1ccccc1
  A: ?	B: ?	C: ?	D: -11%	E: ?	F: -1	G: -21%	H: 0%	I: 16
> COc1ccc([C@H]2CC(=O)C=C(c3cccc(OC)c3OC)C2)cc1OC
  A: 4%	B: -9%	C: 19	D: -28%	E: ?	F: 6	G: 0%	H: -14%	I: 14
> Cc1ccc(OCC(=O)OC(C)CN2CCCCC2)cc1 (configuration not stated)
  A: -100%[inhibitor]	B: 0%	C: 0	D: 14%	E: -6%	F: 4	G: 6%	H: -4%	I: 11
> Cc1cccc(-n2c(N)cc(=O)[nH]c2=S)c1
  A: 1%	B: 0%	C: 20	D: 24%	E: 0%	F: 1	G: -4%	H: 2%	I: -17
> COc1ccccc1N1CCN(C(=O)C(=O)c2c(C)n(C)c3ccccc23)CC1
  A: 30%	B: ?	C: -1	D: -4%	E: 4%	F: 4	G: -18%	H: -9%	I: -6
> CC(=O)OCCN(CCCn1c(-c2ccncc2)nc2ccccc21)c1nc(CN2CCCCC2)cs1
  A: 3%	B: 0%	C: 18	D: 17%	E: 18%	F: -29	G: -30%	H: 9%	I: -22
> COc1ccc(Cl)cc1NC(=O)N1CCN(c2ccccc2OC)CC1
  A: 17%	B: -13%	C: -4	D: -23%	E: 3%	F: 0	G: -5%	H: -17%	I: -12
> COc1ccc(CN2CCC(n3nccc3NC(=O)CCc3ccccc3)CC2)c(C)c1C
  A: -7%	B: 0%	C: -6	D: -27%	E: 4%	F: -2	G: 11%	H: -6%	I: ?
> COC(=O)c1cn(C(=O)c2ccc(F)cc2)c2ccccc12
  A: -10%	B: 20%	C: -14	D: 3%	E: -5%	F: 4	G: 16%	H: 0%	I: 1
> O=c1[nH]nc(SCCS(=O)(=O)c2ccc(F)cc2)n1-c1ccccc1C(F)(F)F
  A: ?	B: ?	C: -97*	D: -12%	E: 11%	F: 8	G: ?	H: -1%	I: 2
> COC(=O)c1ccc(N2C(=O)CC(NCc3ccccc3)C2=O)cc1 (configuration not stated)
  A: -2%	B: 8%	C: 7	D: 0%	E: 7%	F: 2	G: 9%	H: 0%	I: -20
> NC(=O)CC(NC(=O)Cc1cccc2ccccc12)c1ccc(N2CCN(c3ccccc3)CC2)c([N+](=O)[O-])c1 (configuration not stated)
  A: -4%	B: -5%	C: 20	D: 13%	E: -1%	F: 4	G: -5%	H: 11%	I: 8
> CCOC(=O)C(=CNc1ccc2c(c1)CCN2C(C)=O)C(=O)OCC
  A: -12%	B: 7%	C: -9	D: 7%	E: 10%	F: 32*	G: -1%	H: -1%	I: 126
> CCC(=O)c1ccc(OCC(O)CN(CCc2ccccc2)Cc2ccccc2)cc1 (configuration not stated)
  A: ?	B: -10%	C: -80*	D: -39%	E: 5%	F: -23	G: ?	H: -3%	I: ?
> COc1ccc(NC(=O)C2COc3ccccc3O2)cc1S(=O)(=O)N1CCOCC1 (configuration not stated)
  A: -4%	B: -1%	C: 13	D: 13µM*	E: 6%	F: -4	G: 1%	H: 4%	I: 7
> O=C(O)CN1C(=O)NC2(CCOc3ccccc32)C1=O (configuration not stated)
  A: 11%	B: 0%	C: -4	D: 4%	E: -3%	F: 3	G: -5%	H: -5%	I: -3
> Cc1cc(C)nc(NC2=NCC(=O)N2c2cccc(Cl)c2)n1
  A: -4%	B: 0%	C: -6	D: 21µM*	E: 2%	F: -1	G: 4%	H: 26%	I: 16
> Cc1[nH]c(=O)[nH]c(=O)c1S(=O)(=O)N1CCCc2ccccc21
  A: -8%	B: -4%	C: 22	D: ?	E: -3%	F: 3	G: 0%	H: 2%	I: -5
> COc1ccc(NC(=O)COC(=O)c2ccc(N3CCCC3=O)cc2)cc1OC
  A: -4%	B: 6%	C: 9	D: 7%	E: -7%	F: 0	G: 13%	H: 13%	I: -17
> Cc1cc(-c2nnco2)c(C)n1-c1ccc(F)cc1
  A: 3%	B: -4%[9.24 µM]	C: ?	D: 4%	E: 4%	F: -8	G: -14%	H: -8%	I: -8
> Cc1cccc(OC(=O)c2ccncc2)c1C
  A: -8%	B: 7%	C: 42	D: 18%	E: -1%	F: -1	G: 7%	H: -1%	I: 11
> Cc1ccc(S(=O)(=O)Nc2cccc(C(=O)NCCCN3CCOCC3)c2)cc1F
  A: -6%	B: -3%	C: 0	D: 0%	E: 0%	F: -6	G: 0%	H: 2%	I: 11
> CC#CC(=O)N1CCC(CO)(CCc2ccccc2)CC1
  A: 0%	B: -3%	C: 5	D: 0%	E: -6%	F: -9	G: -3%	H: 0%	I: 11
> CCc1cccc(C)c1NC(=S)NCc1ccc2c(c1)cc(C)n2C
  A: 15µM*	B: -2%	C: -24	D: -22%	E: -1%	F: -11	G: -4%	H: ?	I: 0
> O=C(COc1cccc(C(F)(F)F)c1)Nc1cccnc1
  A: -1%	B: 20%	C: -23	D: 22%	E: -3%	F: -1	G: 13%	H: 23%	I: -12
> CCOc1ccc(-c2noc(-c3cccnc3)n2)cc1OCC
  A: -22%	B: 20%	C: /	D: ?	E: 13%	F: 15	G: 17%	H: 11%	I: 12
